# Bioassay records deposited in PubChem by The Scripps Research Institute Molecular Screening Center.
# EBNA-1 inhibitor – blocks EBNA-1 binding to DNA. EBNA-1 DNA binding, fluorescence polarization. actives 0.34% (n = 300,000). AID 1950. inhibition, % at 14.8 µM; in the data active means inhibition above about 28%
# PAFAH1B2 inh – PAFAH1B2 (human) inhibition. inhibition, % at 3.39 µM. recombinant PAFAH1B2, FP-rhodamine activity probe, fluorescence polarization. actives 1.2% (n = 340,000). P68402. AID 492953;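 active means inhibition above the mean of all tested compounds plus 3 SD, cut at about 24% in these data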;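 further: 0% = enzyme with DMSO and 100% = wells lacking PAFAH1B2; many of its hits are not listed in these tables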
# LYPLA1 inh – blocks human lysophospholipase 1, a PME1 counter-screen | actives 0.16% (n = 320,000) | recombinant LYPLA1, FP-Rh probe fluorescence polarization | AID 2174 | inhibition, % at 5.9 µM;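 active means inhibition above the mean of all tested compounds plus 3 SD, set per campaign, cut at about 14% in these data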;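 further: inhibitors block serine hydrolase probe labeling of LYPLA1 so polarization falls; 0% = enzyme with DMSO and 100% = wells lacking LYPLA1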
# Target sequence (O75608 whole entry, looked up): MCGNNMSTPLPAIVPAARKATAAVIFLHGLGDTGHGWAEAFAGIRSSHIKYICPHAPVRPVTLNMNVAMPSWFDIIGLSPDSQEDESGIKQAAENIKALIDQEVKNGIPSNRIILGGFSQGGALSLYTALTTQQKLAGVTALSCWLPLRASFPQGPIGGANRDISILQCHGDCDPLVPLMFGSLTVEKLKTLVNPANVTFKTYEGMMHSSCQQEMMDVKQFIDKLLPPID
# PAFAH1B3 inh – inhibitors of human PAFAH1B3 | Q15102 | recombinant PAFAH1B3, FP-rhodamine probe, fluorescence polarization | inhibition, % at 3.39 µM | actives 0.28% (n = 340,000) | AID 492972;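 active means inhibition above the screen-wide average of all tested compounds plus 3 SD, cut at about 25% in these data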;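 further: 0% = enzyme with DMSO only and 100% = wells lacking PAFAH1B3 protein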
# pPAFAH FP inh – inhibitors of human plasma PAF acetylhydrolase (pPAFAH). Q13093. recombinant pPAFAH, FP-rhodamine probe fluorescence polarization. inhibition, % at 3.39 µM. actives 1.5% (n = 330,000). AID 463082;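 active means inhibition above the mean inhibition across the screen plus 3 SD, cut at about 25% in these data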;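 further: inhibitors block binding of the rhodamine activity-based probe so polarization drops; 0% = enzyme with DMSO and 100% = wells lacking pPAFAH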
# Target sequence (Q13093 whole entry, looked up): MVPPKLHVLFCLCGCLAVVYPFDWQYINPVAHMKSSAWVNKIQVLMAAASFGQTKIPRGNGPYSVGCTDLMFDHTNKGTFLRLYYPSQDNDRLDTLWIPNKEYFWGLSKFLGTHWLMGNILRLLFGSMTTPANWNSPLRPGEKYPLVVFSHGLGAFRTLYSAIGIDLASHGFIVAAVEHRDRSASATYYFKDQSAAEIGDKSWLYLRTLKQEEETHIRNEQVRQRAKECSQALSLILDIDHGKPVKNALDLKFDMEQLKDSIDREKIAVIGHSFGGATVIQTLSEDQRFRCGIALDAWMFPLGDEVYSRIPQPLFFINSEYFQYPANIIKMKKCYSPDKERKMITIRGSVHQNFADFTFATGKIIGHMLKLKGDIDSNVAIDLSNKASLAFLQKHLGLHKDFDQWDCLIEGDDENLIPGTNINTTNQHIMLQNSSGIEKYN
# LYPLA2 inh – LYPLA2 (human) inhibition in PME1 counter-screen | recombinant LYPLA2, FP-Rh probe fluorescence polarization | O95372 | actives 0.38% (n = 320,000) | AID 2177 | inhibition, % at 5.9 µM;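 active means inhibition above the screen-wide mean plus 3 SD, limit set per campaign, cut at about 26% in these data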;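 further: 0% = LYPLA2 with DMSO and 100% = wells lacking LYPLA2 enzyme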
# PREPL inh – inhibits the human prolyl oligopeptidase-like enzyme; actives 0.68% (n = 320,000); recombinant PREPL, fluorescence polarization activity-based probe; AID 2751; inhibition, % at 5.96 µM; in the data active means inhibition above about 43%;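 further: 0% = enzyme with DMSO and 100% = wells lacking enzyme; many of its hits are not listed in these tables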
# PAFAH2 inh – inhibitors of human PAFAH2; Q99487; recombinant PAFAH2, FP-rhodamine activity probe, fluorescence polarization; inhibition, % at 3.39 µM; actives 0.99% (n = 340,000); AID 492956;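 active means inhibition above the mean over all tested compounds plus 3 SD, cut at about 30% in these data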;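 further: inhibitors block probe labeling of enzyme so polarization drops; 0% = enzyme with DMSO and 100% = wells lacking PAFAH2 protein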
# ZTA counter – ZTA (EBV) inhibition in EBNA-1 counter-screen; P03206; ZTA-DNA binding, fluorescence polarization; inhibition, % at 11 µM; actives 0.15% (n = 320,000); in the data active means inhibition above about 33%
# Target sequence (P03206 whole entry, looked up): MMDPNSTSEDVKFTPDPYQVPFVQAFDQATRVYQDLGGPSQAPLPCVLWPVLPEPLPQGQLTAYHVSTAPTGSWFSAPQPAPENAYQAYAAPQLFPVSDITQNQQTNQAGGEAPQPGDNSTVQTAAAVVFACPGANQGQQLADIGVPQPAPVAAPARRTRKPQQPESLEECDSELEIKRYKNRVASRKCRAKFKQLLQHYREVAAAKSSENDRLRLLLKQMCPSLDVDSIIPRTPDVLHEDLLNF
# Numbers without * were called inactive; x = no result given. An excerpt; rates above refer to the full screens.
# Order of results – EBNA-1 inhibitor	PAFAH1B2 inh	LYPLA1 inh	PAFAH1B3 inh	pPAFAH FP inh	LYPLA2 inh	PREPL inh	PAFAH2 inh	ZTA counter
CC(=O)c1ccc(OC(=O)COc2ccccc2)cc1
→ -9	4	4	2	0	10	-9	5	-14
CCN(CC)Cc1cc(C(=O)O)c(-c2ccccc2)o1
→ -4	-5	-3	5	2	2	-5	1	-3
O=C(CSC1=NCCN1)NC(c1ccccc1)c1ccccc1
→ 0	8	-2	8	-6	2	7	7	6
O=C(COC(=O)/C=C/c1ccccc1Cl)NC(=O)Cc1ccccc1
→ 2	-8	-5	7	14	-1	4	-1	1
CCCOc1cccc(OCCSc2nc(C)cc(=O)[nH]2)c1
→ -3	4	1	6	2	1	4	4	-8
O=C(Nc1ccc(N2CCN(C(=O)c3cccs3)CC2)cc1)c1cccc(F)c1
→ -2	2	-1	3	4	13	12	12	-4
Cn1c(N)c(C(=O)COC(=O)c2cc(S(=O)(=O)N3CCCCC3)ccc2Cl)c(=O)n(C)c1=O
→ -3	2	3	2	3	5	-8	-1	2
Cc1cc(C(=O)OCC(N)=O)c(C)n1-c1ccccc1
→ -8	0	-8	9	-3	-7	0	-18	14
COc1ccc(NC(=O)Nc2cccc3c2O[C@@H](CN(C)CC2CCCCC2)[C@@H](C)CN([C@H](C)CO)C3=O)cc1
→ x	10	x	2	-5	x	57*	1	x
CCc1ccc2oc(C(=O)NCCc3ccc(S(N)(=O)=O)cc3)cc(=O)c2c1
→ -8	1	4	4	4	0	10	3	-2
Cc1ccc(CN2CCN(CC(=O)NCCCN3CCN(c4ccc(F)cc4)CC3)C2=O)cc1
→ -4	0	-1	-2	5	-3	26	8	3
NC(=O)N1c2ccccc2CC(=O)c2ccccc21
→ -11	8	-3	14	5	2	9	14	-12
C#CCOc1c(Br)cc(/C=N\NC(=O)CN2CCOCC2)cc1OCC
→ 7	2	-2	6	-1	-1	3	7	0
COC(Cn1cc(C)c(=O)[nH]c1=O)OC
→ -1	-2	-1	4	2	1	-4	8	-7
Cc1csc(OCC(=O)Nc2ccc(C)c(C)c2)n1
→ -10	-2	-1	0	1	3	-7	-1	0
Cc1cccc(C)c1N(CC(=O)Nc1cc(Cl)ccc1Oc1ccccc1)S(C)(=O)=O
→ 3	-8	-16	-12	14	-11	-6	-14	3
N#CC(C(=O)OCc1ccccc1)c1nc2ccccc2nc1N1CCOCC1 (configuration not stated)
→ 0	3	-1	2	19	1	21	-1	-3
Cc1ccc(C(=O)Nc2c(C(=O)N3CCOCC3)cnn2-c2ccccc2)cc1
→ 2	3	-3	1	7	1	2	8	3
CN(c1ccccc1)S(=O)(=O)c1cc(C(=O)OCC(N)=O)ccc1Cl
→ 1	7	-5	14	0	-1	8	-2	-8
CSc1nc(N)nc(-c2cccs2)c1C#N
→ 1	3	-5	1	-16	0	9	2	-10
C[C@@]12C(=O)Nc3ccc(Cl)cc3C(=O)N1[C@H]1c3cc(Cl)ccc3OC[C@@H]1[C@@H]2c1ccccc1
→ x	-21	x	-44	-14	x	3	-48	x
CC1Cc2cc(S(=O)(=O)N3CCN(C)CC3)ccc2N1C(=O)C1CC1 (configuration not stated)
→ -11	3	-5	2	-9	-6	6	1	-18
COc1ccccc1NC(=O)Nc1cccc(NC(C)=O)c1
→ 11	4	1	-2	2	-5	3	-1	8
Cc1cccc(C(=O)NNC(=O)c2ccc(Cl)cc2)c1O
→ -4	5	2	16	3	1	-8	3	-4
Cc1cccc(N2CCN(C(=O)c3ccc(CS(=O)(=O)c4ccccc4C)o3)CC2C)c1 (configuration not stated)
→ 1	5	2	14	9	8	4	3	-6
O=C(COc1ccccc1)Nc1ccc(S(=O)(=O)N2CCOCC2)cc1
→ 3	3	-2	7	3	-2	0	-1	19
COc1ccc(S(=O)(=O)N2CCC(C(=O)NCc3ccncc3)CC2)cc1OC
→ -9	4	2	-3	-1	-2	16	8	0
CN(C)S(=O)(=O)c1cccc(C(=O)OCC(=O)Nc2sccc2C(N)=O)c1
→ -2	2	-1	15	1	2	8	12	2
CCn1c(SCc2ccc(C)cc2)nnc1-c1cnccn1
→ 4	11	-2	0	-5	-5	12	0	-19
O=C(Oc1cc(=O)oc2ccccc12)c1ccco1
→ 4	0	-2	6	0	-4	12	-8	0
CS(=O)(=O)N(CCC#N)Cc1ccc(/C=C2\C(=O)Nc3ccccc32)o1
→ 1	2	-1	7	3	-2	-5	5	0
Cc1[nH]nc2c1C(c1ccsc1C)C(C#N)=C(N)O2 (configuration not stated)
→ -1	-2	-2	1	-2	-1	-8	-2	-6
COC1Cc2ccccc2N(C(N)=O)c2ccccc21 (configuration not stated)
→ -2	-3	-1	7	3	1	5	-5	-7
COc1cc(Cl)cc(C2NC(=O)NC(C)=C2C(C)=O)c1OCC(=O)O (configuration not stated)
→ 2	7	2	3	8	3	8	10	-6
O=C1NCCc2cc3c(cc21)OCO3
→ -7	1	0	4	-10	-2	-7	3	-1
Cn1ccnc1Sc1ccc(C(N)=O)cc1[N+](=O)[O-]
→ -8	2	-3	5	-8	-3	-3	-5	11
Cc1nc2ccccc2c(=O)n1NC(=O)COc1ccccc1
→ 3	3	3	2	-1	1	0	-5	4
Cc1nn(Cc2ccc([N+](=O)[O-])cc2)c(=O)n1-c1ccccc1Cl
→ -2	2	3	4	-2	3	6	4	-15
CCCCCCn1c(NCC)nc2c1c(=O)n(C)c(=O)n2C
→ -4	4	0	-1	2	-1	9	1	3
Cc1oc(-c2cccc(Cl)c2)[n+]([O-])c1C
→ -2	3	-6	1	2	-11	-2	-2	6
CSc1nc(C)[nH]c(=O)c1C#N
→ -3	3	1	-1	-3	1	5	0	13
Cc1cc(S(=O)(=O)Nc2ccc(C(=O)NCCCN3CCCC3=O)cc2)ccc1F
→ -14	7	6	-1	9	7	6	2	-9
O=C1CN(C(=O)CSc2nnc(Nc3ccccc3)s2)c2ccccc2N1
→ -5	5	-3	-4	-4	1	2	1	4
CCCOc1ccc(/C=C/C(=O)NC2CCCCC2)cc1
→ 3	2	-2	3	2	0	-16	-1	-1
CCCCn1c(N)c(N(CCC(C)C)C(=O)C2=NN(c3cc(C)ccc3C)C(=O)CC2)c(=O)[nH]c1=O
→ 5	5	0	5	4	4	25	3	-2
CCOC(=O)c1cnc2ccc(C)cc2c1Sc1ccccc1C(=O)OC
→ 0	2	-3	6	5	0	-6	0	-13
C[C@H](CO)N1C[C@H](C)[C@H](CN(C)C(=O)Nc2ccc(F)cc2)Oc2c(NC(=O)c3ccc(-c4nccs4)cc3)cccc2C1=O
→ x	-3	x	1	-1	x	0	-4	x
COc1ccc(-c2nc3c4c(ncn3n2)-c2ccccc2CC42CCCC2)cc1
→ -9	4	-5	1	-11	-1	7	2	-5
COc1cc(C(=O)NNC(=O)/C=C/c2ccco2)cc(OC)c1OC
→ x	0	x	2	-2	x	15	2	x
CCOC(=O)C1(CCc2ccccc2)CCN(C(=O)c2cccc(C)n2)CC1
→ -6	1	1	-6	-5	6	0	-6	3

# Following part
# Order of results – EBNA-1 inhibitor	PAFAH1B2 inh	LYPLA1 inh	PAFAH1B3 inh	pPAFAH FP inh	LYPLA2 inh	PREPL inh	PAFAH2 inh	ZTA counter
O=C(c1ccncc1)N(c1ccc2oc3c(c2c1)CCCC3)S(=O)(=O)c1cccc([N+](=O)[O-])c1
→ 4	4	-3	6	9	8	13	-8	-3
CCOC(=O)N1CCN(C(=O)C2CCN(S(=O)(=O)c3cc(C)ccc3OC)CC2)CC1
→ -6	6	0	3	-3	-3	18	3	-2
Cc1ccc(NC(=O)c2ccc(S(=O)(=O)NCc3cccnc3)cc2)c(C)c1
→ -7	4	2	-1	2	-2	3	8	1
Cc1ccc(C(=O)N/C(=C/c2ccccc2)C(=O)NC(Cc2ccccc2)C(=O)O)cc1 (configuration not stated)
→ 4	6	5	8	-3	-4	11	-2	-10
Oc1cc(O)c2c(c1)O[C@H](c1ccc(O)c(O)c1)[C@@H](O)C2
→ 5	-2	-4	10	0	2	-2	12	-3
O=C(CC1Sc2ccccc2NC1=O)Nc1cccc(C(=O)O)c1 (configuration not stated)
→ 4	5	1	4	-3	2	2	8	-5
CCOC(=O)N1CCN(C(=O)c2cc(COc3cccc(C(F)(F)F)c3)on2)CC1
→ -9	1	1	5	1	4	17	3	15
CCCCCNc1nc(NCCCO)c(C#N)c2c1CN(C)CC2
→ -11	3	2	-1	11	12	31	11	-17
COc1ccccc1-n1c(SCC(=O)N2CCCCC2)nc2cccnc21
→ 11	5	2	8	2	9	0	13	-1
Cn1nc(C(F)(F)F)cc1-c1ccc(S(N)(=O)=O)s1
→ -15	7	-1	4	-5	-10	6	-1	3
O=C1C=C(c2ccc(O)cc2)C[C@@H](c2ccc(Cl)cc2)C1
→ x	4	-2	3	-2	4	-16	6	-5
COc1ccc(/C=C(/NC(=O)c2ccco2)C(=O)N2CCCCCC2)cc1OC
→ -4	-4	-1	0	0	4	0	9	-5
COC(=O)c1cc(=O)nc2sc(-c3ccccc3)nn12
→ -5	5	-4	2	-2	-3	2	2	-15
O=C(c1cccs1)N(Cc1ccc(F)cc1)C1CCS(=O)(=O)C1 (configuration not stated)
→ 11	1	-3	-6	-2	-3	16	-3	0
COc1ccc(CNc2cc([N+](=O)[O-])ccc2OC)cc1
→ 16	8	-1	-1	11	-1	14	-4	19
CCN(C(=O)COC(=O)CCNS(=O)(=O)c1ccccc1F)c1c(N)n(Cc2ccccc2)c(=O)[nH]c1=O
→ x	1	x	4	5	x	8	-5	x
CN(C)N1C(N)=C(C#N)C(c2ccccc2)C2=C1CC(C)(C)CC2=O (configuration not stated)
→ -1	7	0	4	4	5	5	-3	4
Cc1nc2nc(SCC(=O)O)nn2c(C)c1Cc1ccccc1Cl
→ -4	8	0	9	0	-1	-8	5	8
COc1ccc(NC(=O)c2oc3ccccc3c2C)c(OC)c1
→ 1	0	4	5	5	3	-11	3	2
COc1ccc(OC)c(/C=C/C(=O)OCC(=O)N2C(C)CCCC2C)c1 (configuration not stated)
→ x	6	x	3	2	x	16	14	x
O=C1NC2(CCCCC2)N(C(=O)c2ccccc2)C2=C1CCCC2
→ 11	6	4	9	0	3	-2	2	14
Cc1ccc(-c2c(C)c(-c3ccc(F)cc3)nc(N)c2C#N)o1
→ -7	2	-8	1	12	-4	6	-4	-9
O=C(O)c1coc2ccccc12
→ 8	x	-1	x	4	-8	-5	x	1
CN1C(=S)SC(/[N+]([O-])=C\c2ccco2)C1(C)C (configuration not stated)
→ 2	2	3	3	7	5	-2	-7	-17
CC1=CC(=O)CC(C)(C)[C@@]1(O)/C=C/[C@@H](C)O[C@@H]1O[C@H](CO)[C@@H](O)[C@H](O)[C@H]1O
→ x	0	x	-4	3	x	1	1	x
COc1ccc(CCNC(=O)c2nnn(CC(=O)Nc3c(C)cc(C)cc3C)c2N)cc1OC
→ 1	3	-7	-1	0	2	2	-2	-12
COc1ccc(C(=O)N/N=C2\SCC(=O)N2Cc2ccc3c(c2)OCO3)c(OC)c1
→ -20	2	1	-2	8	6	1	1	-14
N=c1c(C(=O)NC2CCCC2)cc2c(=O)n3ccccc3nc2n1Cc1ccccc1
→ -16	4	-2	7	0	-5	2	-4	-9
COc1ccc(-c2csc(Nc3ncccc3C)n2)cc1OC
→ -8	5	-1	4	10	-4	14	2	8
CN(C)CCN(C(=O)c1ccc(N2C(=O)CCC2=O)cc1)c1nc2cc3c(cc2s1)OCO3
→ -5	6	-6	8	-5	-6	31	20	-11
CCCCC[C@H](O)/C=C/[C@@H]1[C@@H](C/C=C\CCCC(=O)O)[C@H]2CO[C@@H]1C2
→ 3	4	-2	11	1	4	-7	6	8
CC(C)(C)c1ccc(C(=O)c2c[nH]c(C(=O)NCC3CCCO3)c2)cc1 (configuration not stated)
→ 1	1	-2	1	10	8	3	3	16
